Assay outcomes deposited in PubChem by National Center for Advancing Translational Sciences (NCATS).
PI4K2A block – blocks human PI4K2A kinase activity | Q9BTU6 | purified PI4K2A, ADP-Glo luminescence, 1 h; active compounds read low | activity change, negative = inhibition, % at 76.9 µM | actives 0.13% (n = 420,000) | AID 1346378; in the data active means activity change below about -50%; inconclusive means mostly about -30% to -49%;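 further: -100% = wells without enzyme as full effect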
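ADP-Glo luminescence measured ADP generated by PI4K2A enzyme (4 ug/mL before mixing) with 1.2 mM PI substrate (pre-mix) and 300 microM ATP (pre-mix). Tris pH7.5 buffer with MgCl2, Triton X-100; 1 h reaction at ambient temperature.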
RGS4 inh – inhibitors of human regulator of G protein signaling 4. Transcreener GDP fluorescence polarization, RGS4-accelerated GTP hydrolysis. AID 504845. P49798. Potency, µM (top dose mostly 114 µM), without a hit: at the highest dose activity change, negative = inhibition, actives largely listed as inhibitors. actives 0.039% (n = 390,000); further: potency means the concentration at half of the fitted maximal effect; on the % scale 0 is the no-effect control and ±100 the full control effect; nearly all actives have a fitted effect of over 75% in size; some results filed as inactive show a strong effect at the top dose
Target sequence (P49798 whole entry, looked up): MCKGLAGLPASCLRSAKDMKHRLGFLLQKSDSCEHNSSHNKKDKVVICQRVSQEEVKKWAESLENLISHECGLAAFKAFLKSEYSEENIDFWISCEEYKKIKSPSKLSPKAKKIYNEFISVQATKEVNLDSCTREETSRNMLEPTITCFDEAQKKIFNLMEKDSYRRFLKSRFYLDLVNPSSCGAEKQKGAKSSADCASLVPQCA
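MLSMR compounds (23 nl, pin-transferred) preincubated 10 min at room temperature with a 500nM (2x) first reagent, then RGS4 at 900nM (2x) plus Transcreener GDP mix added; fluorescence polarization (620/688 nm) read before and after 90 min at 30 °C.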
G9a block – blocks human histone lysine methyltransferase G9a; Q96KQ7; G9a H3K9 monomethylation, AlphaScreen, 2 h; Potency, µM (series often up to 102 µM), inactives show at the top dose activity, negative = inhibition, most hits filed as inhibitors; actives 8.8% (n = 350,000); further: potency means the concentration at half of the fitted maximal effect; on the % scale 0 is the no-effect control and ±100 the full control effect; nearly all actives have a fitted effect of over 75% in size
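Step 1: enzyme (final 20 nM) with compound, 15 min RT. Step 2: substrate peptide 500 nM and SAM 20 uM, 2 h RT. Step 3: anti-H3K9me1 antibody and AlphaScreen beads, 10 min, then plate read.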
BAZ2B block – inhibitors of human BAZ2B bromodomain; Q9UIF8; AlphaScreen BAZ2B-H3K14Ac peptide displacement; Potency, µM (doses to about 114 µM), inactives show at the highest dose activity change, negative = inhibition, most hits filed as inhibitors; actives 4.4% (n = 360,000); AID 504333; further: potency means the concentration at half of the fitted maximal effect; on the % scale 0 is the no-effect control and ±100 the full control effect; nearly all actives have a fitted effect of over 60% in size
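BAZ2B (50 nM) with biotin-H3(5-23)K14Ac peptide (50 nM) in PBS pH 7.4, 0.01% Tween-20, preformed 30 min, then compound 30 min at room temperature; top concentration 110uM. AlphaScreen streptavidin donor/nickel chelate acceptor beads (10 ug/mL final), 20 min dark, signal read.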
HP1b chromo inh – HP1-beta chromodomain-methylated histone interaction inhibition. P83916. AlphaScreen HP1-beta / biotin-H3K9me3 peptide binding. Potency, µM (top dose mostly 114 µM), for the others: at the highest dose activity change, negative = inhibition, usual class: inhibitors. actives 0.56% (n = 390,000). AID 540317; further: potency means the concentration at half of the fitted maximal effect; nearly all actives have a fitted effect of over 70% in size; inactives centre near 23
Target sequence (P83916 whole entry, looked up): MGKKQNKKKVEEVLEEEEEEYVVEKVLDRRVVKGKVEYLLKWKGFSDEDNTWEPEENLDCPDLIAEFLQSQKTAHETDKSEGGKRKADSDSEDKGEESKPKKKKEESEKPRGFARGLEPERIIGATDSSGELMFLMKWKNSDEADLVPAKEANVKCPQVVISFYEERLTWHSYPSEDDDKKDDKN
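AlphaScreen: HP1-beta (50 nM) preformed 30 min with biotin-H3(1-18)K9me3 peptide (50 nM) in PBS pH 7.4, 0.01% Tween-20. Compound added for 30 min at RT, then streptavidin donor/nickel chelate acceptor beads (10 ug/mL) for 30 min.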
JMJD2A Tudor inh – inhibitors of human JMJD2A Tudor domain | O75164 | AlphaScreen JMJD2A-Tudor / H3K4me3 peptide binding | Potency, µM (titrated, usually from 114 µM), for inactives: at the top dose activity change, negative = inhibition, most hits filed as inhibitors | actives 4.4% (n = 390,000) | AID 504339; further: potency means the concentration at half of the fitted maximal effect; on the % scale 0 is the no-effect control and ±100 the full control effect; nearly all actives have a fitted effect of over 50% in size
ALOX12 inh – ALOX12 (human) lipoxygenase inhibition; P18054; purified 12hLO, xylenol orange hydroperoxide absorbance; Potency, µM (titrated, usually from 108 µM), inactives show at the top dose activity change, negative = inhibition, usual class: inhibitors; actives 1.1% (n = 580,000); AID 1671190; further: potency means the concentration at half of the fitted maximal effect; on the % scale 0 is the no-effect control and ±100 the full control effect
Target sequence (P18054 whole entry, looked up): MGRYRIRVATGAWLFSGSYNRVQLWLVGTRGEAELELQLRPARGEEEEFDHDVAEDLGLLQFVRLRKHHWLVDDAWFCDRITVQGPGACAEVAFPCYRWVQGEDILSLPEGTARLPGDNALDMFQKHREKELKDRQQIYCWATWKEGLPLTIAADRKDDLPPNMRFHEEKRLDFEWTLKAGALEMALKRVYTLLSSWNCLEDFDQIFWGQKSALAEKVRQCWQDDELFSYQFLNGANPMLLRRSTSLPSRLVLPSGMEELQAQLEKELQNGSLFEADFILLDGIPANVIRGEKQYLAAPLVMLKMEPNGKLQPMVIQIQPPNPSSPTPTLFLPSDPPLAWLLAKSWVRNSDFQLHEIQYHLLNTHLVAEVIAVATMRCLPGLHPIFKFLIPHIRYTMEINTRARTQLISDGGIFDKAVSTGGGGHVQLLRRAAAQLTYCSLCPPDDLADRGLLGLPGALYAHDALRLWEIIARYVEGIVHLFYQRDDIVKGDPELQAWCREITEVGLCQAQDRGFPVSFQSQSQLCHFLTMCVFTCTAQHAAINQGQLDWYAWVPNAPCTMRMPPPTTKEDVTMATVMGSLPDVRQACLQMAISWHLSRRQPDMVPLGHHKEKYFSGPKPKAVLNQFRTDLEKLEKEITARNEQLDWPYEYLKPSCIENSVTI
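Purified human 12hLO (150 nM final) in 25 mM Hepes, 0.01% Triton X-100, pH 7.0 was preincubated 15 min at room temperature with compound. Then 40 uM arachidonic acid was added, 30 min. Hydroperoxide was read by Fe-XO absorbance ratio 573/405 nm.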
ERG-DNA inh – inhibitors of human ERG Ets domain-DNA interaction; actives 0.028% (n = 370,000); AID 624246; Potency, µM (highest dose often 76.9 µM), inactives show at the top dose FP activity, negative = inhibition, usual class: inhibitors; P11308; fluorescence polarization, His-ERG Ets domain / labelled DNA; active means well fitted inhibition curve with a large enough effect in the polarisation, with a control signal flat; inconclusive means small, poorly fitted or top-dose-only effect, or effect the other way, or a change in a side signal; inactive means no such curve, though single readings can be large or run the other way; the % refers to the polarisation;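 further: polarization taken with two DNA probes labelled with fluorescein and Texas red; potency means the concentration at half of the fitted maximal effect; % of control where 0% means no effect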
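His-tagged ERG Ets domain (1 uM in the protein solution; 300mM KCl, 50mM Tris-HCl, 1mM EDTA, 1mM DTT, pH 7.5) received compound, then a probe mix of 5 nM fluorescein-DNA and 100nM Texas-615-DNA. Fluorescence polarization was read for both dyes.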
GLS inh – glutaminase GLS (human) inhibition; GLS enzymatic activity, qHTS titration; Potency, µM (titrated, usually from 45.5 µM), inactives show at the highest dose activity change, negative = inhibition, most hits filed as inhibitors; actives 0.21% (n = 410,000); AID 624170; further: potency means the concentration at half of the fitted maximal effect; on the % scale 0 is the no-effect control and ±100 the full control effect
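Two-point fluorescence kinetic (t0, 30 min RT) for hKGA; glutamate detected via glutamate oxidase–HRP–Amplex Red. Substrate: 1 mM L-glutamine solution; buffer 45 mM KH2PO4, pH 8.2.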
* marks the source's active call; other numbers are inactive results; ? = inconclusive; nt = no result given; & = joins results of further samples; [ ] = remark or other dose. Unless noted, the call rests on the fitted dose curve; in most records, active means well fitted curve in the direction sought with a large enough effect; inconclusive means small, poorly fitted or top-dose-only effect, or another doubt; inactive means no such curve, though single readings can be large; an effect the other way counts as inactive or inconclusive. Some of the compounds tested; rates above refer to the full screens.

SMILES | PI4K2A block | RGS4 inh | G9a block | BAZ2B block | HP1b chromo inh | JMJD2A Tudor inh | ALOX12 inh | ERG-DNA inh | GLS inh
COc1ccc(NC(=O)CSc2nc3nc(C)c(Cc4ccc(C)cc4)c(C)n3n2)cc1OC | 1 | 8% | 3%[59 µM] | -3% | 5% | -17% | -2% | 0% | -19%
CNNC(=S)Nc1ccc(Cl)cc1 | -3 | -42% | ? | -19% | 50%[activator] | 6% | 61%[activator] | -20% | 0%
COc1ccc(-c2nc(-c3cc4cc(Br)ccc4oc3=O)cs2)cc1 | 1 | -17% | 5%[59 µM] | -21% | 7% | -15% | -8% | 1% | -10%
CS(=O)(=O)c1ccccc1-c1csc(N2CCC(C(N)=O)CC2)n1 | -9 | -33% | 5%[12.7 µM] | 7% | -8% | ? | ? | nt | 24%
O=S(=O)(c1ccc(Cl)cc1)c1nnn2c1nc(N1CCCCC1)c1sccc12 | 0 | 35% | -26%[59 µM] | -37% | 35% | -7% | -7% | -2% | 5%
COC(CNC(=O)Cn1ncc2ccsc2c1=O)OC | 2 | 24% | -9%[12.7 µM] | 6% | 35% | -3% | -9% | -3% | 4%
c1cncc(C2OCC3(CO2)COC(c2cccnc2)OC3)c1 (stereo not drawn) | -2 | -26% | 1%[0.501 µM] | 9% | 53%[activator] | -5% | 1% | 10% | -4%
CC(C)NCC1CCc2cc(CO)c([N+](=O)[O-])cc2N1 (stereo not drawn) | -7 | -12% | -4% | -1% | 10% | -17% | -1% | -8% | 33%[activator]
O=C(Nc1ccc([N+](=O)[O-])c(NC(=O)C2CCCO2)c1)C1CCCO1 (stereo not drawn) | -5 | -52% | ? | -6% | 6% | -15% | 5% | 0% | 8%
CCN(CC)S(=O)(=O)c1ccc(N2CCCCC2)c(C(=O)Nc2ccccc2N2CCOCC2)c1 | 5 | -12% | 1%[59 µM] | 0% | 39%[activator] | -20% | 0% | -6% | 2%
CS(=O)(=O)N(CC(=O)Nc1ccccc1C(=O)N1CCOCC1)c1cccc([N+](=O)[O-])c1 | -3 | -7% | 54%[activator] | -2% | 22% | -11% | 4% | 6% | 2%
CCOC(=O)c1c(C)[nH]c(C)c1S(=O)(=O)N(C)CC(=O)Nc1ccc(CC)cc1 | 1 | -21% | -35%[59 µM] | -24% | 12% | -23% | -16% | -1% | 1%
CCCNC(=O)CCCN1C(=O)CCn2nc(-c3cccn3C)cc21 | 4 | 9% | -4%[59 µM] | ? | 5%[57 µM] | -27% | -24% | -7% | -6%
COc1ccc(NC(=O)COC(=O)/C=C/c2cnc3ccccc3n2)cc1 | 1 | 18% | 13%[12.7 µM] | -15% | 16% | -13% | -17% | -6% | -3%
COc1cc(NC(=O)C(=O)N2CCN(C)CC2)c(OC)cc1Cl | 2 | -22% | 3% | -13% | 18% | -17% | ? | -9% | 5%
COc1cc(/C=N/n2nnnc2N)ccc1OC(C)=O | 3 | -6% | nt | 3% | 48%[activator] | -10% | 0% | -1% | -2%
COc1ccc(S(=O)(=O)N[C@@H](CC(C)C)C(=O)O)cc1 | -3 | 15% | -26% | -1% | -4% | -30% | 5% | nt | -2%
CC(Sc1ncnc2sccc12)C(=O)Nc1ccc(S(N)(=O)=O)cc1 (stereo not drawn) | 7 | 16% | nt | nt | 1% | -10% | -9% | 4% | -2%
COC(=O)N/N=C/c1ccccc1 | 0 | 3% | 3% | -13% | 34% | -11% | 6% | -3% | 4%
COc1cc(OC)cc(C(=O)NCC(C)NC(=O)c2cc(OC)cc(OC)c2)c1 (stereo not drawn) | 3 | -46% | nt | nt | 11% | ? | ? | 16% | 0%

Next part; the last three above are carried over.
SMILES | PI4K2A block | RGS4 inh | G9a block | BAZ2B block | HP1b chromo inh | JMJD2A Tudor inh | ALOX12 inh | ERG-DNA inh | GLS inh
CC(Sc1ncnc2sccc12)C(=O)Nc1ccc(S(N)(=O)=O)cc1 (stereo not drawn) | 7 | 16% | nt | nt | 1% | -10% | -9% | 4% | -2%
COC(=O)N/N=C/c1ccccc1 | 0 | 3% | 3% | -13% | 34% | -11% | 6% | -3% | 4%
COc1cc(OC)cc(C(=O)NCC(C)NC(=O)c2cc(OC)cc(OC)c2)c1 (stereo not drawn) | 3 | -46% | nt | nt | 11% | ? | ? | 16% | 0%
CCCCn1nc(C(=O)Nc2cccc(C(=O)NC3CC3)c2)c2ccccc2c1=O | 3 | -19% | 5%[2.33 µM] | 4% | 37% | -17% | -11%&-21% | -1% | -4%
CCC(C(=O)OCC(=O)Nc1c(Cl)cccc1Cl)c1ccccc1 (stereo not drawn) | 2 | -4% | 3%[59 µM] | -5% | 38% | 9% | 25% | 9% | 8%
CN(C)S(=O)(=O)c1cccc(NC(=O)c2ccc(OC(F)(F)F)cc2)c1 | -4 | 7% | 9%[59 µM] | -3% | 43%[activator] | -13% | -23% | nt | 1%
O=C(NN=C(Cc1ccccc1)Cc1ccccc1)c1ccccc1O | -3 | 3% | 91%[activator][59 µM] | -1% | 54%[activator] | -12% | 19% | -7% | 15%
Cc1ccc(C)c(C(C)NC(=O)CC#N)c1 (stereo not drawn) | 7 | 2% | nt | -4% | 39% | -1% | -3% | -5% | -8%
CSCCC(NS(=O)(=O)c1ccc2c(c1)oc(=O)n2C)C(=O)NC1CCN(Cc2ccccc2)CC1 (stereo not drawn) | 1 | -3% | -49% | 5% | -1% | -21% | 4% | 0% | -12%
S=C(NCCCCc1ccccc1)NCc1ccccc1 | -2 | -7% | 55%[activator] | -22% | 46%[activator] | -10% | 343%[activator] | 5% | 5%
O=C(NCCCn1ccnc1)Nc1ccc(Cl)cc1Cl | 1 | 6% | -10%[59 µM] | ? | 22% | -18% | 15% | -8% | 3%
Cc1nc2scc(C)n2c(=O)c1S(=O)(=O)N1CCN(c2ccc([N+](=O)[O-])cc2)CC1 | 0 | -28%[56.9 µM] | 3% | -20% | 46%[activator] | -7% | -6% | 4% | 0%
Cc1ccc(C(=O)CC(c2cccs2)S(=O)(=O)c2ccc(C)cc2)cc1 (stereo not drawn) | -2 | -7% | -28%[59 µM] | -5% | 17% | 2% | 20% | 10% | 5%
COc1ccc(S(=O)(=O)N(Cc2nc(-c3ccc(C)cc3)no2)C2CCCCC2)cc1 | 1 | -6% | 19%[59 µM] | -2% | 56%[activator] | 10% | -19% | -1% | -2%
Cc1cccc(C(=O)NCCc2csc(C)n2)c1 | 0 | -1% | 4%[59 µM] | -2% | 23% | -18% | -2%[57.4 µM] | 16% | 2%
CC(=O)Nc1cccc(-c2nc3ccccc3c(=O)o2)c1 | -4 | -9% | 11µM* | 1% | 58%[activator] | -9% | 0% | -1% | 4%
CCN1C(=O)[C@H]2[C@@H](c3ccc(Cl)cc3)N3C(=O)CN(Cc4ccccc4)C(=O)[C@@]3(C)[C@H]2C1=O | -2 | -38% | nt | -4% | 61%[activator] | -15% | 7% | -13% | 18%
Cc1nc2nc(SCC(=O)NCc3ccco3)nn2c(C)c1Cc1ccccc1 | -3 | -22% | 9%[12.7 µM] | -15% | 10% | ? | -19% | 0% | 7%
CC(C)NC(=O)c1nc2c(nnn2Cc2cccc(Cl)c2)c(=O)[nH]1 | 5 | 40% | -5% | -1% | 36% | -14% | ? | 2% | 5%
O=C(NCCc1ccc(Cl)cc1)C1=CC=CN2CCS(=O)(=O)N=C12 | -3 | -15% | -8%[12.7 µM] | -2% | 57%[activator] | -10% | ? | 4% | 1%
Cc1cc(C)c(N=C2SCC(=O)N2Cc2ccco2)c(C)c1 | -3 | -10% | 8% | -21% | -7% | -21% | 0% | -4% | 0%
COc1ccc(CCNC(=O)c2ccc(CSCc3ccc(C)cc3)o2)cc1OC | 3 | 6% | -41%[59 µM] | -31% | -13% | ? | -11% | 0% | -10%
Cc1cccc(-c2nnc(SCCC(=O)O)o2)c1 | -60* | -1% | ? | -14% | 31% | -20% | -13% | 1% | -7%
CCOC(=O)N1CCN(C(=S)Nc2ccc(C)cc2C)CC1 | 1 | -13% | 10% | ? | 31% | 2% | 0% | -5% | -8%
CC[C@@H](C)C(NC(=O)OC(C)(C)C)c1cn([C@@H](Cc2ccc(O)cc2)C(=O)N2CCN(C(=O)OC(C)(C)C)CC2)nn1 (stereo partly drawn) | -3 | 5% | -36%[59 µM] | -3% | 39% | -13% | -5% | 2% | 19%

Sorted by the number under ERG-DNA inh (rising): 3 of the compounds above
SMILES | PI4K2A block | RGS4 inh | G9a block | BAZ2B block | HP1b chromo inh | JMJD2A Tudor inh | ALOX12 inh | ERG-DNA inh | GLS inh
Cc1cc(C)c(N=C2SCC(=O)N2Cc2ccco2)c(C)c1 | -3 | -10% | 8% | -21% | -7% | -21% | 0% | -4% | 0%
COc1ccc(S(=O)(=O)N(Cc2nc(-c3ccc(C)cc3)no2)C2CCCCC2)cc1 | 1 | -6% | 19%[59 µM] | -2% | 56%[activator] | 10% | -19% | -1% | -2%
Cc1cccc(C(=O)NCCc2csc(C)n2)c1 | 0 | -1% | 4%[59 µM] | -2% | 23% | -18% | -2%[57.4 µM] | 16% | 2%
